# High-throughput results (PubChem)
# IDE act – activators of human insulin-degrading enzyme in cells; 340,000 compounds, 0.073% hits; HEK cells, FAbeta-B cleavage, fluorescence polarization; 0% vehicle, 100% cell-free pure enzyme wells; activation, % at 5.96 µM; AID 493087;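 active means activation above the mean of all tested compounds plus 3 SD, set per screening campaign, cut at about 17% in these data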
# Target sequence (P14735 whole entry, looked up): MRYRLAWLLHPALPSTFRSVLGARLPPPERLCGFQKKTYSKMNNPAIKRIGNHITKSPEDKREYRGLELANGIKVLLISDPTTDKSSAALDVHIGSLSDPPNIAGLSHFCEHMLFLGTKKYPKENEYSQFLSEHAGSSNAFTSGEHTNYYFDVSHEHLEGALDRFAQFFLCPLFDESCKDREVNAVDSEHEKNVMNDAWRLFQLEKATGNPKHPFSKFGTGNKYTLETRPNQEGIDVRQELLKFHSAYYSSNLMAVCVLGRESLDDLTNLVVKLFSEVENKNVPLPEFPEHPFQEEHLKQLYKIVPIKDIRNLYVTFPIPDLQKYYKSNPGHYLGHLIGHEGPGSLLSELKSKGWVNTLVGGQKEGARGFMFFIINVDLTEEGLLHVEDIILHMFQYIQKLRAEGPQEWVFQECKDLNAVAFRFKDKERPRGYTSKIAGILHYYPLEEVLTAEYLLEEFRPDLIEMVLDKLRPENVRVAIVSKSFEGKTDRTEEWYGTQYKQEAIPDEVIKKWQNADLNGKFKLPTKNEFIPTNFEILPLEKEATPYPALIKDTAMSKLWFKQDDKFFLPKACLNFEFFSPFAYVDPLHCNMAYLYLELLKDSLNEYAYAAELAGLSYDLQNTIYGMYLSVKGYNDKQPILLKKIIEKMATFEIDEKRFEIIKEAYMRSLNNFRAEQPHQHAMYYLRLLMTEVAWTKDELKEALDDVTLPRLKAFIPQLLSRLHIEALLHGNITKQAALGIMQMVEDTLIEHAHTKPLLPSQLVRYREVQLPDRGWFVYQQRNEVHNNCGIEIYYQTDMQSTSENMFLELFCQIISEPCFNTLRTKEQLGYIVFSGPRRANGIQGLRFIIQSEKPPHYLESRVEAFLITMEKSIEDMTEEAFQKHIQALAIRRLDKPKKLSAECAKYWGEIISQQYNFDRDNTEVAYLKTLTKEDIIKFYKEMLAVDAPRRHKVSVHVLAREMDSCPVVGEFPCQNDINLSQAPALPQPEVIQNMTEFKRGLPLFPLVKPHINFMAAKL
# NALP1 inh – inhibitors of NALP1 inflammasome in yeast. S. cerevisiae NALP1/ASC/caspase-1 growth, X-gal OD620, 72 h. inhibition, % at 10 µM. 280,000 compounds, 0.61% hits. AID 2071; in the data active means inhibition mostly above about 24%, no sharp cut-off; inactive means mostly below about 32%; further: some compounds called inactive have numbers as strong as hits
# pCIP destab – lowers stability of the mouse p/CIP coactivator protein; Q05BA5; decrease of EGFP signal, % at 10 µM; 290,000 compounds, 0.01% hits; AID 1984; F442A p/CIP-EGFP cells, EGFP fluorescence, 16 h;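 active means EGFP signal decrease of at least 30% at 10 µM or well 3 SD below plate mean, unless failing retest; inactive means the rest, including hits failing retest or dose response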; further: some compounds called inactive have numbers as strong as hits; many of its hits are not listed in these tables
# IDE cell inh – cellular human IDE inhibition; HEK cells, FAbetaB cleavage, fluorescence polarization; 320,000 compounds, 0.41% hits; P14735; inhibition, % at 5.59 µM; AID 434962;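 active means percent inhibition above the average of all tested compounds plus 3 SD, set per screening campaign, cut at about 16% in these data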;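 further: IDE supplied by intact live HEK cells; FP after avidin binding of uncleaved biotin substrate so inhibition keeps polarization high; 0% = DMSO wells and 100% = 60 µM reference IDE inhibitor Ii1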
# MEKK3 PB1 HTS – MEKK3-MEK5 PB1 interaction, increase or decrease; Q99759; bead-based flow cytometry, Alexa488-MEK5 binding to MEKK3; actives lie on both sides; 0 = blocked by unlabeled MEK5, 100 = vehicle; binding response (% of control), % at 10 µM; 290,000 compounds, 1.4% hits;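 active means binding response more than 3 SD above or below the average of its plate-row segment, actives on both sides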;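 further: Alexa488 bead fluorescence after subtracting the streptavidin-only scavenger bead signal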
# MEKK2 WT-MEK5 – raises or lowers MEK5 binding to wildtype human MEKK2 PB1 domain; 290,000 compounds, 1.1% hits; bead flow cytometry, Alexa488-MEK5 binding to MEKK2 WT; actives lie on both sides; binding response (% of control), % at 10 µM; in the data active means binding response below about 67% or above about 130%
# M18AAP inhibitor – PfM18AAP enzyme inhibition; recombinant PfM18AAP, H-Glu-NHMec fluorogenic cleavage; inhibition, % at 7.35 µM; 290,000 compounds, 1.2% hits;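 active means inhibition above the campaign mean inhibition over all tested compounds plus 3 SD, cut at about 28% in these data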;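 further: 0% = plate median of test compound wells and 100% = 2 mM ZnCl2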
# UBC9 SUMO inh – inhibitors of human SUMOylation (UBC9); 290,000 compounds, 0.36% hits; inhibition, % at 35 µM; HTRF SUMOylation assay, SAE1/SAE2 + UBC9, in vitro; P63279; in the data active means inhibition above about 50%, passing the limit was not always enough; further: strong numbers were not always called active
# MEKK2 mut-MEK5 – signal of MEK5 binding to mutant human MEKK2 PB1 domain; bead flow cytometry, Alexa488-MEK5 binding to MEKK2 mutant; percent response, % at 10 µM; 290,000 compounds, 0.35% hits; AID 1530; in the data active means percent response above about 24%, passing the limit was not always enough; further: inactives centre near 1; some results filed as inactive read as strong as hits; reference of the scale not given here
# * = called active by the depositor; x = not tested or not shown. Only part of the results is shown (hit frequency here may not be typical).
SMILES,IDE act,NALP1 inh,pCIP destab,IDE cell inh,MEKK3 PB1 HTS,MEKK2 WT-MEK5,M18AAP inhibitor,UBC9 SUMO inh,MEKK2 mut-MEK5
Cc1cccc(NC(=O)c2sc(-c3ccccc3)nc2-c2ccc([N+](=O)[O-])cc2)c1,6,5,-9,0,96,101,1,13,-2
COc1cc(/C=N/NC(=O)C2COc3ccccc3O2)cc(OC)c1OC (stereo not drawn),4,24,0,2,102,100,-3,15,0
C/C(=N\O)c1noc(C)c1C(=O)Nc1nccs1,0,14,2,0,104,105,-7,7,-2
COc1cc(-c2nc(CCNC(=O)c3ccco3)cs2)cc(OC)c1OC,3,21,-28,-3,104,100,-3,16,0
Cc1ccc(S(=O)(=O)c2nc(S(C)(=O)=O)sc2NCc2ccc3c(c2)OCO3)cc1,6,15,1,7,93,100,-1,-22,0
O=C(C1=C(O)C(=O)N(CC2CCCO2)C1c1ccccc1)c1ccco1 (stereo not drawn),-1,-10,0,-5,99,101,5,8,1
Cc1ccc(Nc2nnc(SCC(=O)c3ccc(O)cc3O)s2)cc1,8,16,1,5,104,103,8,-4,-1
COc1ccc2c(c1)c(C(=O)CN1CCOCC1)c(C)n2C,3,11,-9,-1,107,109,8,14,4
CC(=O)Nc1ccc(NC(=O)CN(c2cc(Cl)ccc2Cl)S(C)(=O)=O)cc1,3,11,1,9,98,96,-4,-5,-6
CCC(=O)Nc1ccc(Cl)c(NC(=S)NC(C)=O)c1,3,-5,7,-5,105,100,1,-2,-2
COC(=O)c1ccc(C)c(NS(=O)(=O)c2ccc(OC)cc2)c1,-3,2,-2,1,108,104,9,0,0
c1ccc(-c2nnc(CN3CCC4(CC3)OCCO4)o2)cc1,-4,2,-8,-1,93,95,-3,8,-7
Cc1cccc(N/N=C(\C#N)S(=O)(=O)C(C)(C)C)c1,0,20,-2,2,101,95,4,8,-3
Cc1ncoc1C(=O)N1CCCC(C(=O)c2cccc(OC(C)C)c2)C1 (stereo not drawn),3,3,7,6,101,98,-5,12,-5
COc1cccc(CNC(=O)c2nnn(CC(=O)Nc3cccc(C)c3)c2N)c1,4,12,-6,2,102,105,1,5,3
CC(=O)N1CCN(C(=O)CCc2nnc(CCCCc3ccccc3)o2)CC1,1,2,-9,3,88,86,-7,9,-15
O=C(CCc1ccc(S(=O)(=O)N2CCOCC2)cc1)Oc1ccccc1,5,-16,-7,-1,98,95,12,18,-1
CCOC(=O)C1(CCOc2ccccc2)CCN(Cc2ccc(COC)o2)CC1,3,11,-3,-5,105,113,-5,-6,11
COc1ccccc1C(=O)Oc1cc(N)n(S(=O)(=O)c2ccccc2)n1,6,-51,2,2,103,95,7,7,-1
COc1cccc(OC)c1C(=O)N1CCN(Cc2cccnc2)CC1,3,-90,-3,-6,102,109,-5,7,3

# Five records drawn at random from those above:
SMILES,IDE act,NALP1 inh,pCIP destab,IDE cell inh,MEKK3 PB1 HTS,MEKK2 WT-MEK5,M18AAP inhibitor,UBC9 SUMO inh,MEKK2 mut-MEK5
Cc1ncoc1C(=O)N1CCCC(C(=O)c2cccc(OC(C)C)c2)C1 (stereo not drawn),3,3,7,6,101,98,-5,12,-5
COc1cccc(CNC(=O)c2nnn(CC(=O)Nc3cccc(C)c3)c2N)c1,4,12,-6,2,102,105,1,5,3
Cc1cccc(N/N=C(\C#N)S(=O)(=O)C(C)(C)C)c1,0,20,-2,2,101,95,4,8,-3
C/C(=N\O)c1noc(C)c1C(=O)Nc1nccs1,0,14,2,0,104,105,-7,7,-2
COc1ccccc1C(=O)Oc1cc(N)n(S(=O)(=O)c2ccccc2)n1,6,-51,2,2,103,95,7,7,-1

# Next compounds.
SMILES,IDE act,NALP1 inh,pCIP destab,IDE cell inh,MEKK3 PB1 HTS,MEKK2 WT-MEK5,M18AAP inhibitor,UBC9 SUMO inh,MEKK2 mut-MEK5
C(=N\Nc1ncnc2sc3c(c12)CCC3)/c1cccs1,4,20,6,0,101,100,26,0,1
FC(F)(F)c1nc(NCC2CCCO2)c2nnn(Cc3ccccc3Cl)c2n1 (stereo not drawn),5,0,1,-2,100,100,-3,-8,1
CCc1nnc(NC(=O)c2cccc(S(=O)(=O)N3CC(c4ccccc4)CC3=O)c2)s1 (stereo not drawn),6,-3,-2,2,84,87,4,13,-5
CCOc1ccccc1NC(=O)c1ccc(NC(=O)c2ccco2)cc1,-1,7,7,3,70,87,-4,-7,0
COc1cc(C2NC(=O)NC(C)=C2C(=O)NCc2ccccc2)c(Cl)cc1O (stereo not drawn),2,-11,-8,-2,88,90,10,12,-11
Cc1cc(C)c(S(=O)(=O)N2CCOC2CNC(=O)C(=O)NCCN(C)C)c(C)c1 (stereo not drawn),5,23,-4,-3,89,86,-5,3,-10
O=c1c(-c2ccccc2)c(O)cc(-c2ccncc2)n1-c1ccc(Cl)cc1,5,20,2,1,100,97,1,-2,-3
COc1ccc(NC(=S)NC(=O)c2ccccc2Cl)cc1,-1,-8,-10,0,101,91,-2,21,-8
COc1ccc(O)c(C(=O)c2cnc3c(c2)c(-c2ccc(F)cc2)c(C#N)c(=O)n3C)c1,4,-6,4,4,99,93,-7,13,-3
COc1cccc(C(=O)Nc2ccc(S(=O)(=O)N3CCCCC3)cc2)c1OC,-1,10,1,8,106,107,1,4,8
CCCOc1ccc(C(=O)Nc2ccc(S(=O)(=O)N3CCN(C)CC3)cc2)cc1,-18,21,-11,11,103,110,2,6,4
Cc1ccnc(SCCn2c(Br)nc3c2c(=O)[nH]c(=O)n3C)n1,6,3,-2,3,88,92,x,13,-6
CCCNC(=O)c1ccc(N2CCC3(CC2)CC(c2ccccc2)=NO3)c(NC(=O)c2ccco2)c1,3,37,-1,15,102,90,9,11,-6
CCOC(=O)c1ccc(N/C=C2/CCCC(C)C2=O)cc1 (stereo not drawn),6,6,-8,-2,107,104,4,38,15
Cc1cccc(C(=O)NC2CCN(C(=O)NCc3ccccc3)CC2)c1,1,16,-9,-7,100,101,3,19,6
COC(=O)/C(=C\Nc1ccc(Cl)c2ccccc12)c1ncc(C(F)(F)F)cc1Cl,-1,20,1,1,104,103,1,15,-3
CC1CCN(Cc2cnc(Cl)s2)CC1,5,34,-9,-2,90,94,-2,11,1
CC(C)c1ccc(OCC(=O)Nc2cccc3c2CCCC3)cc1,5,2,-40,-2,100,100,-10,13,-1
Cc1ccccc1C1C(C#N)=C2N=C(N)c3c(sc4c3CCCCC4)N2C2=C1C(=O)CC(C)(C)C2 (stereo not drawn),-16,10,-39,0,97,89,19,-7,-2
CCNCCNC(=O)c1c(O)c2cccc3c2n(c1=O)CCC3,0,-4,7,-7,96,100,-4,0,4
CS(=O)(=O)N(CC(=O)N/N=C/c1cc([N+](=O)[O-])ccc1Cl)c1ccccc1,-1,12,-8,4,95,101,-4,2,-5
CCN1CC(CN(C)Cc2cn(-c3ccc(C)cc3)nc2-c2cccc(C)c2)CC1=O (stereo not drawn),3,12,-4,-2,99,101,-2,1,-4
COc1ccc2nc(NC(=O)Cc3ccc(OC)c(S(=O)(=O)N4CCOCC4)c3)sc2c1,-3,8,0,7,101,99,1,0,1
COc1ccc(C2CC(c3cc(OC)ccc3OC)n3nnnc3N2)cc1 (stereo not drawn),2,6,-1,2,103,104,3,-11,4
Cc1ccc(-c2n[nH]c(S(C)(=O)=O)c2C#N)cc1,-2,-7,-21,-1,103,96,0,-1,4
CC(=O)NC(C)c1ccc(Cl)c(Cl)c1 (stereo not drawn),-2,9,-5,2,99,98,-13,11,-2
Cc1cc(C)nc(NC(=O)c2ccc(Cl)cc2)n1,3,2,3,4,101,91,-7,0,-10
CC(C)N(CCC#N)C(=O)Nc1ccc2c(c1)CCO2,5,0,1,3,97,104,9,21,-8
O=C(NCc1ccc(F)cc1)c1c2c(nc3ccccc13)CCC2,1,-18,-4,-2,100,87,6,23,-8
COc1cccc(NC(=O)Cn2c(=O)oc3cc(S(=O)(=O)N4CCCC4)ccc32)c1,2,x,-10,-4,97,94,2,9,0
O=[N+]([O-])c1cccc(C2Nc3cccc4cccc(c34)N2)c1,-1,35,-3,-7,103,98,6,14,-1
COCCN(C(=O)CCC(=O)Nc1ccccn1)C(C(=O)NCCC(C)C)c1ccc(OC)cc1 (stereo not drawn),-2,-2,-6,4,107,112,-8,2,9
CN1/C(=C\C=C(/C#N)C(=O)Nc2ccccc2F)C(C)(C)c2ccccc21,-44,4,-11,25*,105,98,2,4,3
O=S(=O)(CCc1ccccc1)N1CCOCC1,5,-5,-12,2,92,98,-2,2,-3
O=C(CSc1nnc(-c2ccco2)n1CC1CCCO1)NC1CCCC1 (stereo not drawn),5,28,3,-3,107,108,-2,-7,5
NC(=O)Cc1ccc(C(=O)c2ccc(Cl)cc2)s1,2,-12,10,2,92,91,-8,11,-4
Cc1ccc(C(=O)OCC(=O)Nc2cc(S(=O)(=O)N3CCOCC3)ccc2C)cc1,5,0,-4,3,106,97,-23,-5,3
CCCCn1c(SCC(=O)Nc2cc(C)on2)nc2ccccc2c1=O,-1,26,-18,2,102,104,10,6,5
OCCNc1nc(Nc2ccccc2Cl)nc(N2CCCC2)n1,0,x,x,7,101,102,x,x,-4
O=C(Nc1ccc(O)cc1C(=O)O)c1ccc2c(c1)C(=O)N(Cc1ccco1)C2=O,0,7,-10,3,95,99,-11,8,-2
COC(=O)c1c[nH]n2c(=O)c(C(C)C)c(C)nc12,0,5,-3,0,98,96,-13,5,-4
CCCCOC(=O)Nc1ccccc1C(N)=O,3,2,-1,-5,100,97,-2,16,1
O=C(O)c1cc2ccccc2n1-c1ccccc1,6,24,-6,3,112,112,-2,27,10
CCCCCC(=O)Nc1nc(C)c(-c2csc(Nc3cc(OC)ccc3OC)n2)s1,4,-21,-2,1,111,113,2,8,6
CCCCn1c(SCC(=O)Nc2cc(C)on2)nc2c1c(=O)n(C)c(=O)n2C,8,6,-11,-3,102,100,6,11,2
Cc1ccsc1/C=N/NC(=O)C(O)c1ccccc1 (stereo not drawn),0,-2,10,0,101,104,9,1,2
COC(=O)n1c(=O)oc2ccccc21,3,16,-5,0,106,108,-4,28,9
O=C(CN1C(=O)c2ccccc2S1(=O)=O)N1CCc2ccccc21,-5,10,-12,-1,109,104,-4,-17,2
Cc1cc2c(nn1)CCC/C2=N\O,0,-9,-13,-2,87,91,-12,7,-17
Cc1nnsc1-c1c(C(=O)Oc2ccccc2)c(C)nn1-c1ccccc1,x,8,-14,1,93,93,-8,16,-15
# (more compounds)
SMILES,IDE act,NALP1 inh,pCIP destab,IDE cell inh,MEKK3 PB1 HTS,MEKK2 WT-MEK5,M18AAP inhibitor,UBC9 SUMO inh,MEKK2 mut-MEK5
CCC(C)(C)NC(=O)CN(C(=O)c1csnn1)c1cccc2c1CCCC2,5,4,0,-2,101,101,2,10,4
CCCNC(=O)CN1CCC(c2nc3ccccc3[nH]2)CC1,0,5,-1,1,100,102,-4,x,-2
C[C@@H]1CC[C@@]2(O[C@@H](CCO)C[C@@H](O)[C@@H]2O)O1,4,x,x,4,100,99,x,x,-1
O=C(CCCn1c(=S)[nH]c2cc3c(cc2c1=O)OCO3)N1CCN(C2CCCCC2)CC1,-3,-7,-2,4,107,110,-1,-21,3
CC(C)(C)c1[nH]nc2c1C(c1ccccc1OC(=O)N1CCOCC1)C(C#N)=C(N)O2 (stereo not drawn),-3,7,0,4,98,100,-4,-23,-1
Cc1[nH]c(=O)nc(SCc2ccc(Cl)c(Cl)c2)c1C#N,4,23,-14,-8,95,94,-6,4,-8
O=C1c2cccnc2C(O)N1Cc1ccccc1 (stereo not drawn),5,34,2,-1,97,96,6,2,0
COCCSc1nnc(NS(=O)(=O)c2ccc(F)cc2)s1,-4,-2,-10,5,136*,119,-5,-3,0
COc1ccc(CCC(=O)N/N=C\c2cccs2)cc1,3,-8,-3,2,107,103,3,4,5
COc1cccc(/C=N/NC(=O)c2cccs2)c1,3,-42,2,4,93,97,-6,21,-4
